High-throughput results from PubChem BioAssay.
MBD2 inh – inhibitors of MBD2 binding to methylated DNA, primary screen, biochemical, TR-FRET, DNA-binding domain, human; Methyl-CpG-binding domain protein 2 (Homo sapiens), Q9UBB5; inhibition, % at 4.4 µM; 0.31% of 370,000 active; MBD2 binding to methylated oligonucleotide; in the data active = inhibition above about 13%
GC-A act – GC-A stimulated cGMP production enhancers – HEK293 GC-A cells, cGMP TR-FRET, EC30 ANP, primary screen. 0.14% of 370,000 active. AID 1671463, 2021. 0% at EC30 ANP, 100% saturating ANP. activation, % at 10 µM. Atrial natriuretic peptide receptor 1 (Homo sapiens), P16066; in the data active = activation above about 40%
Target sequence (P16066 whole entry, looked up): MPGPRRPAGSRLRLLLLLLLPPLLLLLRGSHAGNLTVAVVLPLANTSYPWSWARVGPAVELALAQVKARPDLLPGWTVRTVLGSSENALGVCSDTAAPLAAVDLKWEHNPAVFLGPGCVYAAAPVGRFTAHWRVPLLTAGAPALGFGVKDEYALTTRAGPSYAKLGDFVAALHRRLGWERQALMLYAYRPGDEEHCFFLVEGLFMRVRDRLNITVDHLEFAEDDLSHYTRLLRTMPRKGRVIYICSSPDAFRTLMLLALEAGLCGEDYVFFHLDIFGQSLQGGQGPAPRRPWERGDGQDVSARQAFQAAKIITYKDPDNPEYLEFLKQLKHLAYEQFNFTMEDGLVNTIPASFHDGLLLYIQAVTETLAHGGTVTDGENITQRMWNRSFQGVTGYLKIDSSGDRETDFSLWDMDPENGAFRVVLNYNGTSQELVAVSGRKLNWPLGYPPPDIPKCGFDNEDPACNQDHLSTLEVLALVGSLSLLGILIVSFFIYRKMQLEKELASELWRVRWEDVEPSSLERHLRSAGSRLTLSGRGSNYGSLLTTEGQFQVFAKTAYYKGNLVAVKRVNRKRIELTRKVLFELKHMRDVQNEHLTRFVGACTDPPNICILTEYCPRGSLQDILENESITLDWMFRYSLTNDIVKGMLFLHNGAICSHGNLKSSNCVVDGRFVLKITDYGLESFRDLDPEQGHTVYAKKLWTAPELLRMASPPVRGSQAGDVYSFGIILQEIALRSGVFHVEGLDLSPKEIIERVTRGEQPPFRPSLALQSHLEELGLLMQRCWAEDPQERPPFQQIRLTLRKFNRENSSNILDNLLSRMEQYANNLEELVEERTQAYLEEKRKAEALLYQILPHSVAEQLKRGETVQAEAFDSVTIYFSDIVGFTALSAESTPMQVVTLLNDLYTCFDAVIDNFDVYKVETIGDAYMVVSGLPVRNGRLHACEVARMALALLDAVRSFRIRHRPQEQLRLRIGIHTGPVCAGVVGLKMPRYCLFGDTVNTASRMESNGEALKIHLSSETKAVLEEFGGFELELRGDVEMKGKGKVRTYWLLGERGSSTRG
PRMT1 inh – PRMT1 methyltransferase inhibitors, primary screen, biochemical, fluorescence polarization. Protein arginine N-methyltransferase 1 (Homo sapiens), Q99873. recombinant PRMT1, activity-based probe fluorescence polarization. inhibition, % at 2.79 µM. 1.3% of 370,000 active. AID 652257, 2013;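 active = inhibition above about 21% made by adding two undisclosed values, limit read from the data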
UHRF1 MBD2 ctr – UHRF1 methylated DNA binding inhibitors, primary screen, counter-screen for MBD2 inhibitor project, biochemical, TR-FRET, human UHRF1, single concentration. 0.75% of 370,000 active. E3 ubiquitin-protein ligase UHRF1 (Homo sapiens), Q96T88. inhibition, % at 4.4 µM. AID 687016, 2013. UHRF1 binding to methylated oligo; in the data active = inhibition above about 21%;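 also: UHRF1 SRA domain binding a hemimethylated CpG hairpin DNA probe; 0% = median of test compound wells and 100% = reference inhibitor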
mABHD4 FP – ABHD4 inhibitors, primary screen, biochemical, fluorescence polarization, mouse | inhibition, % at 8.92 µM | purified mABHD4, FP-Rh probe fluorescence polarization | 0.54% of 370,000 active | (Lyso)-N-acylphosphatidylethanolamine lipase (Mus musculus), Q8VD66;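 active = inhibition exceeding the mean over every tested compound plus 3 SD, cut at about 30% in these data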;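 also: 0% = plate median of compound wells and 100% = S159A mutant with DMSO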
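Test system: mABHD4 protein | Buffer or medium: HEPES pH 7.0 buffer, 150 mM NaCl, 0.01% Pluronic F-127 | Probe or stimulus: FP-Rh fluorescent activity-based probe, added after compound pre-incubation | Timing: Pre-incubation 45 min, probe exposure 60 min, at 25 °C | Technique: Fluorescence polarization, excitation 525 nm, emission 598 nm, BODIPY TMR filters | Repeats: Single well per compound (singlicate)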
GC-B act – human GC-B receptor activators, primary screen, HEK293 GC-B cells, cGMP TR-FRET, EC30 CNP; Atrial natriuretic peptide receptor 2 (Homo sapiens), P20594; 0% at EC30 CNP, 100% saturating CNP; activation, % at 10 µM; 0.11% of 370,000 active;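 active = activation at 10 µM reaching about 35% in either raw or pattern-adjusted values, limit read from the data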
TCR CD3 inh – inhibitors of human TCR-CD3 interaction, primary screen, biochemical, fluorescence, TAMRA-labeled TCR probe; AID 651800, 2012; T-cell receptor (TCR); inhibition, % at 9.4 µM; 0.37% of 360,000 active; in the data active = inhibition above about 19%;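 also: recombinant mutant TCR 2C K166C tagged with TAMRA read by polarization; 0% = receptor in buffer alone and 100% = receptor with positive control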
SIAE primary – human SIAE inhibitors, primary screen, biochemical, fluorescence polarization, FP-Rh probe, 1536-well HTS; Sialate O-acetylesterase (Homo sapiens), Q9HAT2; SIAE FP-Rh probe binding; inhibition, % at 9.66 µM; 0.69% of 370,000 active;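 active = inhibition above a cutoff: mean of compounds within the control limits plus 3 SD of those, cut at about 17% in these data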;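 also: 0% = plate median of compound wells and 100% = probe without SIAE protein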
rCAG RNA binder – binders of r(CAG) RNA repeats, primary screen, biochemical, fluorescence | r(CAG) RNA repeat, TO-PRO-1 dye displacement fluorescence | inhibition, % at 3 µM | 1.3% of 370,000 active | AID 651821, 2012;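 active = inhibition above the plate cutoff, the mean of all test compounds on that plate plus 3 SD, cut at about 35% in these data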;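 also: 0% = DMSO alone and 100% = 100 µM mitoxantrone as full dye displacement; higher means more dye released from RNA so lower well fluorescence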
HTRA1 inh – HTRA1 serine protease inhibitors, primary screen, biochemical, fluorescence polarization, HTS. recombinant HTRA1, FP-rhodamine activity-based probe. AID 504803, 2011. Q92743. inhibition, % at 5.96 µM. 0.5% of 340,000 active; in the data active = inhibition above about 36%;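 also: 0% = enzyme with DMSO and 100% = wells lacking enzyme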
* marks the source's active call; other numbers are inactive results; x = not tested or not shown. The list is partial; the hit share may differ from the screen's.

Codes – A = MBD2 inh; B = GC-A act; C = PRMT1 inh; D = UHRF1 MBD2 ctr; E = mABHD4 FP; F = GC-B act; G = TCR CD3 inh; H = SIAE primary; I = rCAG RNA binder; J = HTRA1 inh
O=C(CN1C(=O)C2C3C=CC(C3)C2C1=O)NCc1ccco1 (stereo not given)
  A: -2	B: 2	C: -3	D: 2	E: 3	F: 1	G: 12	H: 1	I: 5	J: 0

NS(=O)(=O)c1ccc(CNC(=O)c2cc(=O)c3ccccc3o2)cc1
  A: -2	B: 5	C: 0	D: 2	E: 1	F: 4	G: 6	H: -3	I: -2	J: 4

COCc1c(C(=O)OCC(=O)N2c3ccccc3CC2C)oc2ccccc12 (stereo not given)
  A: -5	B: 1	C: 0	D: 2	E: -3	F: -7	G: -2	H: 5	I: -4	J: 0

O=C(Cn1nnc(-c2cccs2)n1)N1CCOCC1
  A: 1	B: -4	C: -1	D: 1	E: 1	F: 0	G: -1	H: -4	I: -2	J: 4

CC(=O)Nc1c(C)nn(-c2ccc(C)c(C)c2)c1C
  A: 0	B: 6	C: -2	D: 1	E: 1	F: 1	G: -3	H: -7	I: 3	J: -5

COc1ccc2c(c1)C1(C)CC(C)(C)N2C(=O)N1c1ccccc1 (stereo not given)
  A: -1	B: -2	C: -1	D: 0	E: 4	F: 1	G: -2	H: -9	I: -5	J: 4

CCN1CCN(c2ccccc2NC(=O)C(C)Oc2ccc(C(C)=O)cc2)CC1 (stereo not given)
  A: 8	B: -1	C: 3	D: 3	E: 6	F: -4	G: -1	H: -1	I: -3	J: -8

Cc1cc(NC(=O)COc2cccc([N+](=O)[O-])c2)no1
  A: 4	B: 1	C: -2	D: 2	E: 5	F: 4	G: -3	H: -4	I: -3	J: -4

O=C(CCc1ccccc1)c1nnc(-c2ccccc2)o1
  A: 4	B: 3	C: 3	D: 1	E: 3	F: 0	G: -8	H: -9	I: -6	J: -5

COC(=O)[C@]12CCCCC=C1N(Cc1ccco1)C(=O)[C@H](CC(=O)N1CCCCC1)C2
  A: -7	B: 1	C: -1	D: -1	E: 6	F: 1	G: 3	H: 1	I: 6	J: x

O=C1CCC([N+](=O)[O-])C(c2ccc(Br)cc2)N1 (stereo not given)
  A: -2	B: 2	C: -2	D: 3	E: 0	F: 0	G: -4	H: 4	I: 0	J: -2

Cc1c(OC(C)C(=O)NCC2CCC(C(=O)O)CC2)ccc2c3c(c(=O)oc12)CCCC3 (stereo not given)
  A: -8	B: 1	C: -3	D: 2	E: -3	F: 4	G: 3	H: 0	I: 0	J: 4

CCN1CCSc2ccc(C(=O)NCc3cc(Br)ccc3OC)cc21
  A: -3	B: 2	C: 10	D: -2	E: 0	F: -6	G: 2	H: 13	I: 10	J: -4

COc1ccc(C(=O)OCC(=O)Nc2ccc(F)c(F)c2)cc1OC
  A: -3	B: -2	C: 2	D: 1	E: 5	F: -1	G: 2	H: -4	I: 0	J: 0

CC1CCC(NC(=O)Cn2c(=O)oc3cc(S(=O)(=O)N4CCCC4)ccc32)CC1 (stereo not given)
  A: 4	B: 12	C: 4	D: 3	E: 9	F: -5	G: -7	H: -3	I: 0	J: 5

Nc1ncnc(NNC(=O)CNC(=O)c2c(F)cccc2Cl)c1[N+](=O)[O-]
  A: -3	B: 2	C: -10	D: -3	E: -4	F: 2	G: 1	H: -1	I: -1	J: -1

Cc1ccc2c(C)c(C(=O)N(Cc3ccc(N(C)C)cc3)C3CCS(=O)(=O)C3)oc2c1 (stereo not given)
  A: -4	B: -6	C: -1	D: 0	E: 1	F: 0	G: 1	H: 5	I: 7	J: -4

CN1CCc2c(n(CC(O)CN3CCN(CCO)CC3)c3ccccc23)C1=O (stereo not given)
  A: 1	B: 0	C: 5	D: -2	E: 3	F: -1	G: 3	H: -5	I: -3	J: -2

O=c1nc(/C=C/c2cc([N+](=O)[O-])ccc2Cl)cc(C(F)(F)F)[nH]1
  A: -2	B: -5	C: -1	D: -1	E: 8	F: -8	G: 6	H: -5	I: 6	J: -6

CC(C)(C)CC(=O)Nc1ccc(S(=O)(=O)N2CCCC2)cc1
  A: -3	B: 2	C: 1	D: 0	E: 0	F: 6	G: -8	H: 5	I: -6	J: 3

O=C(Nc1ccccc1C(=O)O)c1cc(S(=O)(=O)N2CCCCCC2)ccc1Cl
  A: -4	B: -7	C: 1	D: 2	E: -2	F: -1	G: -1	H: 2	I: 58*	J: -10

CCN(CC(=O)Nc1ccc(OC)cc1)C(=O)c1ccc2ccccc2c1
  A: -2	B: -2	C: -5	D: 1	E: -1	F: 9	G: -4	H: 4	I: 3	J: 0

NCCCCCc1nnc(SCc2ccccc2Cl)o1
  A: -1	B: 10	C: -3	D: -3	E: -3	F: -6	G: 9	H: 1	I: 4	J: 10

CC(CC(=O)c1ccccc1)=NCC(O)CN=C(C)CC(=O)c1ccccc1 (stereo not given)
  A: -2	B: 2	C: -3	D: 2	E: -3	F: -1	G: 0	H: -1	I: 1	J: -14

CCOC(=O)c1nn(-c2ccc3c(c2)CCN3C(C)=O)cc1O
  A: 2	B: 5	C: -1	D: -4	E: 1	F: 1	G: 4	H: -9	I: -1	J: -4

COc1ccccc1NS(=O)(=O)c1cc(C(=O)N2CCCC2)ccc1F
  A: 2	B: 3	C: -4	D: 0	E: -2	F: 4	G: -1	H: 0	I: -1	J: 4

CC(OC(=O)c1cccs1)C(=O)NCc1ccco1 (stereo not given)
  A: 0	B: 4	C: 1	D: -1	E: 6	F: 0	G: 6	H: 0	I: 1	J: -1

CC1CCCCC1NC(=O)Cn1nnc(-c2ccc(Cl)cc2)n1 (stereo not given)
  A: -1	B: 2	C: 0	D: 2	E: -2	F: 4	G: 1	H: 0	I: -4	J: 2

O=[N+]([O-])c1ccc2c(c1)ncn2-c1ccccc1
  A: 0	B: -6	C: 1	D: 4	E: -11	F: -4	G: -6	H: 4	I: -1	J: 3

O=C(O)c1cc(S(=O)(=O)Nc2ccc(N3CCCCC3)cc2)ccc1Cl
  A: -1	B: 8	C: 7	D: 3	E: -2	F: 3	G: -1	H: 1	I: 9	J: -1

Laid out differently: 9 of the compounds above
SMILES | MBD2 inh | GC-A act | PRMT1 inh | UHRF1 MBD2 ctr | mABHD4 FP | GC-B act | TCR CD3 inh | SIAE primary | rCAG RNA binder | HTRA1 inh
O=C(CN1C(=O)C2C3C=CC(C3)C2C1=O)NCc1ccco1 (stereo not given) | -2 | 2 | -3 | 2 | 3 | 1 | 12 | 1 | 5 | 0
NS(=O)(=O)c1ccc(CNC(=O)c2cc(=O)c3ccccc3o2)cc1 | -2 | 5 | 0 | 2 | 1 | 4 | 6 | -3 | -2 | 4
COCc1c(C(=O)OCC(=O)N2c3ccccc3CC2C)oc2ccccc12 (stereo not given) | -5 | 1 | 0 | 2 | -3 | -7 | -2 | 5 | -4 | 0
O=C(Cn1nnc(-c2cccs2)n1)N1CCOCC1 | 1 | -4 | -1 | 1 | 1 | 0 | -1 | -4 | -2 | 4
CC(=O)Nc1c(C)nn(-c2ccc(C)c(C)c2)c1C | 0 | 6 | -2 | 1 | 1 | 1 | -3 | -7 | 3 | -5
COc1ccc2c(c1)C1(C)CC(C)(C)N2C(=O)N1c1ccccc1 (stereo not given) | -1 | -2 | -1 | 0 | 4 | 1 | -2 | -9 | -5 | 4
CCN1CCN(c2ccccc2NC(=O)C(C)Oc2ccc(C(C)=O)cc2)CC1 (stereo not given) | 8 | -1 | 3 | 3 | 6 | -4 | -1 | -1 | -3 | -8
Cc1cc(NC(=O)COc2cccc([N+](=O)[O-])c2)no1 | 4 | 1 | -2 | 2 | 5 | 4 | -3 | -4 | -3 | -4
O=C(CCc1ccccc1)c1nnc(-c2ccccc2)o1 | 4 | 3 | 3 | 1 | 3 | 0 | -8 | -9 | -6 | -5

Other results follow.
Codes – A = MBD2 inh; B = GC-A act; C = PRMT1 inh; D = UHRF1 MBD2 ctr; E = mABHD4 FP; F = GC-B act; G = TCR CD3 inh; H = SIAE primary; I = rCAG RNA binder; J = HTRA1 inh
Cc1cc(=O)oc2cc(OCC(=O)OCC(=O)Nc3ccc4ccccc4c3)ccc12
  A: -6	B: -1	C: -3	D: -2	E: -13	F: -7	G: 0	H: -7	I: 7	J: -11

O=c1c2ccccc2c2ccccc2c(=O)n1-c1ccccc1
  A: -1	B: -32	C: 1	D: 0	E: 8	F: -17	G: -1	H: -1	I: 4	J: 2

COC(=O)c1ccc(CNC(=O)c2ccc3oc(C(C)C)nc3c2)cc1
  A: -2	B: -3	C: -1	D: 0	E: 6	F: 1	G: -1	H: 8	I: -8	J: -5

COc1ccc(OC)c(Nc2nc(-c3ccccc3O)nc3ccccc23)c1
  A: 0	B: 8	C: 4	D: 2	E: -1	F: -1	G: -2	H: -2	I: 5	J: -1

O=C(O)c1cccc(N=NN2CCOCC2)c1
  A: 3	B: -2	C: 0	D: 1	E: 2	F: -2	G: -3	H: 5	I: -1	J: x

COC(=O)[C@@H](NC(=O)NC1CCCc2ccccc21)C(C)C (stereo not given in full)
  A: -2	B: 2	C: 3	D: 2	E: 6	F: 4	G: 4	H: -7	I: 4	J: 2

N#Cc1cccc(-c2nnc(SCc3ccccc3C#N)o2)c1
  A: 3	B: 35	C: -1	D: -5	E: 0	F: 38*	G: 2	H: -1	I: -5	J: -6

COc1ccc(C(N)=O)c(OCC(=O)Nc2cc(C)on2)c1
  A: -3	B: 8	C: 4	D: 0	E: 5	F: 5	G: 2	H: 2	I: 2	J: 4

O=C(CCn1nnc(-c2cccs2)n1)NCc1cccs1
  A: 2	B: 1	C: -7	D: 0	E: 2	F: -3	G: x	H: -4	I: -1	J: x

CCOc1ccc(C(=O)NC(=S)Nc2cccnc2)cc1
  A: -3	B: 1	C: 1	D: -1	E: 0	F: -5	G: 6	H: -1	I: 0	J: -8

COc1ccc2ccccc2c1/C=N\NC(=O)c1cccnc1
  A: -1	B: -5	C: 0	D: -3	E: -5	F: -2	G: 1	H: -12	I: 8	J: x

O=C(c1cc2ccccc2o1)N1CCC(N2CCC(C(=O)N3CCCC3)CC2)CC1
  A: 2	B: -2	C: 1	D: 2	E: 4	F: 6	G: -4	H: -4	I: -4	J: -3

Cc1csc(SCCn2c(N3CCN(c4ccccc4)CC3)nc3c2c(=O)[nH]c(=O)n3C)n1
  A: -2	B: -8	C: 1	D: 1	E: 2	F: -3	G: -1	H: 4	I: 0	J: 0

CCOC(=O)C1(C)NC(c2ccc(N(C)C)cc2)C2C(=O)N(CC)C(=O)C21 (stereo not given)
  A: -2	B: 3	C: -2	D: -3	E: -6	F: 1	G: 6	H: -3	I: -4	J: 10
